Bioassay records as filed in PubChem.
TrxR1 substrate: qHTS Assay for Substrates of Mammalian Selenoprotein Thioredoxin Reductase 1 (TrxR1): qHTS | 390,000 tested, 0.01% active | purified TrxR1 substrate turnover, NADPH consumption readout | Potency, µM (series often up to 114 µM), without a hit: at the top dose activity change, negative = substrate turnover; also: potency is read from the fitted curve at half-maximal effect; % is scaled to controls: 0 for no effect and ±100 for the full control effect; nearly all actives have a fitted effect of over 50% in size
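Rat TrxR1, dispensed at 90 nM, was prereduced with 400 uM NADPH (final) for 5 min at ~22 deg C, then incubated with compound 15 min before 400 uM selenite. A first-read NADPH fluorescence drop versus no-compound background flagged substrates.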
rTrxR1 inhibitor: qHTS Assay for Inhibitors of Mammalian Selenoprotein Thioredoxin Reductase 1 (TrxR1): qHTS. 390,000 tested, 1% active. recombinant rTrxR1, NADPH fluorescence consumption, selenite substrate. Potency, µM (highest dose often 114 µM), inactives show top-dose activity change, negative = inhibition, hits mostly inhibitors. Thioredoxin reductase 1, cytoplasmic (Rattus norvegicus), O89049; also: potency is read from the fitted curve at half-maximal effect; % is scaled to controls: 0 for no effect and ±100 for the full control effect; nearly all actives have a fitted effect of over 65% in size
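Rat TrxR1 (90 nM in the dispensed reagent) was pre-reduced with 400 uM NADPH for 5 min at room temperature, then incubated with compound for 15 min. After 400 uM selenite was added, NADPH fluorescence (Ex 340/Em 450 nm) was followed for 8 min.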
Pin1 inh: qHTS Assay to Find Inhibitors of Pin1 | Pin1 FP peptide displacement, HiFluor488, 10 min | Potency, µM (doses to about 115 µM), inactives show at the highest dose activity, negative = inhibition, hits mostly inhibitors | Peptidyl-prolyl cis-trans isomerase NIMA-interacting 1 (Homo sapiens), Q13526 | AID 504891, 2011 | 390,000 tested, 0.009% active; active = well fitted inhibition curve with a large enough effect in the polarisation, with a control signal flat, not every such curve was filed as active; inconclusive = small, poorly fitted or top-dose-only effect, or effect the other way, or a change in a side signal; inactive = no such curve, though single readings can be large or run the other way; the % refers to the polarisation; also: potency is read from the fitted curve at half-maximal effect; % is scaled to controls: 0 for no effect and ±100 for the full control effect
Target sequence (Q13526 whole entry, looked up): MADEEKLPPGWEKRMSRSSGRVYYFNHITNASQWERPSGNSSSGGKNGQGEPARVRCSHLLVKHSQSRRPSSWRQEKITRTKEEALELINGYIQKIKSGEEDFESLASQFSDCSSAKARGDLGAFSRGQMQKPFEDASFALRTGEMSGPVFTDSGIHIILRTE
Tb PGK inh: qHTS Assay to Find Inhibitors of Phosphoglycerate Kinase | Potency, µM (doses to about 57.5 µM), for the others: at the top dose activity change, negative = inhibition, most hits filed as inhibitors | AID 602233, 2012 | 380,000 tested, 0.043% active | PGK/GAPDH coupled, Kinase-Glo luminescence, 60 min | Phosphoglycerate kinase, glycosomal (Trypanosoma brucei brucei), P07378; also: potency is read from the fitted curve at half-maximal effect; % is scaled to controls: 0 for no effect and ±100 for the full control effect; nearly all actives have a fitted effect of over 60% in size
Target sequence (P07378 whole entry, looked up): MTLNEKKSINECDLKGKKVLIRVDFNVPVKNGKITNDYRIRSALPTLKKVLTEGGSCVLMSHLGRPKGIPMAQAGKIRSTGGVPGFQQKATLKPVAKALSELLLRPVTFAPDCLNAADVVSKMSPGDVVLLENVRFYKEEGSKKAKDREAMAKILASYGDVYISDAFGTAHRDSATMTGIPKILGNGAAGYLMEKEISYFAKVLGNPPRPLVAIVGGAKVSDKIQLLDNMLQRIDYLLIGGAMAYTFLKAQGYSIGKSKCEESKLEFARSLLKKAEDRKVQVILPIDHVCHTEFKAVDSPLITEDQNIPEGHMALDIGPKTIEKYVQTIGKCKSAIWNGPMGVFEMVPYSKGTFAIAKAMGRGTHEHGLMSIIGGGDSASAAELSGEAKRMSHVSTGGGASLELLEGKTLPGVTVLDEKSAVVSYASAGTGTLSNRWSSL
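Luminescent ATP detection (Kinase-Glo Plus) follows a 60-minute room-temperature incubation, with wells lacking PGK as controls. Buffer: 100 mM TEA (pH 7.6), 5 mM MgCl2, 0.01% Tween-20. Coupling enzyme GAPDH (100 nM final) supplies unstable 1,3-BPG in-well.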
HP1b chromo inh: HTS for Inhibitors of HP1-beta Chromodomain Interactions with Methylated Histone Tails; Chromobox protein homolog 1 (Homo sapiens), P83916; AlphaScreen HP1-beta / biotin-H3K9me3 peptide binding; Potency, µM (series often up to 114 µM), for inactives: at the highest dose activity change, negative = inhibition, actives largely listed as inhibitors; 390,000 tested, 0.56% active; also: potency is read from the fitted curve at half-maximal effect; nearly all actives have a fitted effect of over 70% in size; inactives centre near 23
Target sequence (P83916 whole entry, looked up): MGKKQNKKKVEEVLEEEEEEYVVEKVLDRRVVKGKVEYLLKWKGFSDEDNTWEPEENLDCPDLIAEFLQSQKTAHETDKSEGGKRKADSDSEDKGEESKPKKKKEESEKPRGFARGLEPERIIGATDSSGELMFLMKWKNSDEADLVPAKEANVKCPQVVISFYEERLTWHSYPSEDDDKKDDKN
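AlphaScreen: HP1-beta (50 nM) preformed 30 min with biotin-H3(1-18)K9me3 peptide (50 nM) in PBS pH 7.4, 0.01% Tween-20. Compound added for 30 min at RT, then streptavidin donor/nickel chelate acceptor beads (10 ug/mL) for 30 min.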
USP1 inh: Inhibitors of USP1/UAF1: Primary Screen; AID 743255, 2014; Potency, µM (titrated, usually from 57.1 µM), for inactives: at the top dose activity change, negative = inhibition, usual class: inhibitors; recombinant USP1/UAF1, Ub-Rhodamine cleavage fluorescence; 390,000 tested, 0.23% active; Ubiquitin carboxyl-terminal hydrolase 1 (Homo sapiens), O94782; also: potency is read from the fitted curve at half-maximal effect; % is scaled to controls: 0 for no effect and ±100 for the full control effect; nearly all actives have a fitted effect of over 60% in size; inactives centre near -12
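Step one: compound is pinned into 1nM USP1/UAF1 in HEPES pH 7.8 buffer with TCEP. Step two: 15 min room-temperature incubation. Step three: Ub-Rho (150nM final) starts cleavage, tracked by fluorescence over six one-minute reads.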
mIDH1 inhibitor: qHTS for Inhibitors of mutant isocitrate dehydrogenase 1 (IDH1): qHTS | 390,000 tested, 0.093% active | IDH1-R132H enzyme, NADPH consumption, diaphorase/resazurin fluorescence | Isocitrate dehydrogenase [NADP] cytoplasmic (Homo sapiens), O75874 | Potency, µM (series often up to 76.6 µM), for inactives: at the top dose activity change, negative = inhibition, usual class: inhibitors; also: potency is read from the fitted curve at half-maximal effect; % is scaled to controls: 0 for no effect and ±100 for the full control effect; nearly all actives have a fitted effect of over 65% in size
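IDH1-R132H (0.5 ug/mL dispensed) in pH 7.5 Tris buffer was preincubated 30 min with compound, then given a substrate mix of 0.016 mM NADPH and 2 mM alpha-KG for 80 min at room temperature; remaining NADPH was read by diaphorase/resazurin fluorescence.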
GLS inhibitor: qHTS for Inhibitors of Glutaminase (GLS) | Glutaminase kidney isoform, mitochondrial (Homo sapiens), O94925 | GLS enzymatic activity, qHTS titration | Potency, µM (highest dose often 45.5 µM), for the others: at the top dose activity change, negative = inhibition, most hits filed as inhibitors | 410,000 tested, 0.21% active; also: potency is read from the fitted curve at half-maximal effect; % is scaled to controls: 0 for no effect and ±100 for the full control effect
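hKGA in 45 mM KH2PO4 pH 8.2, 0.02% Tween-20 with pin-transferred compounds; 1 mM L-glutamine (stock) plus glutamate oxidase/HRP/Amplex Red coupling added. Fluorescence read initially and after 30 min at RT.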
PI4K2A inh: qHTS for small molecular inhibitors of PI4K2A; Phosphatidylinositol 4-kinase type 2-alpha (Homo sapiens), Q9BTU6; purified PI4K2A, ADP-Glo luminescence, 1 h; stronger effect = lower value; activity change, negative = inhibition, % at 76.9 µM; 420,000 tested, 0.13% active; AID 1346378, 2018; in the data active = activity change below about -50%; inconclusive = mostly about -30% to -49%;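 also: -100% = wells without enzyme as full effect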
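In this quantitative HTS, ADP production by PI4K2A was quantified luminescently after 1 h at ambient temperature; 100 microM adenosine served as plate-quality control.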
Starred values were filed as active, the others as inactive; i = inactive; u = inconclusive; x = no result given; & = joins results of further samples; [ ] = remark or other dose. Unless noted, calls follow the shape of the dose curve; as a rule, active = well fitted curve in the direction sought with a large enough effect; inconclusive = small, poorly fitted or top-dose-only effect, or another doubt; inactive = no such curve, though single readings can be large; an effect the other way counts as inactive or inconclusive. A portion of the library; count on the stated rates, not on these rows.

cpd | smiles | TrxR1 substrate | rTrxR1 inhibitor | Pin1 inh | Tb PGK inh | HP1b chromo inh | USP1 inh | mIDH1 inhibitor | GLS inhibitor | PI4K2A inh
1 | Cc1ccc(C2(c3ccc(C)cc3)NC(=O)N(CC(=O)NCCCN3CCCC3=O)C2=O)cc1 | 8% | 21% | 1% | 1% | 22% | -12% | 3% | -3% | -4
2 | CCCCNC(=O)c1cn(C)c2ccc(S(=O)(=O)N3CCCC3)cc2c1=O | -1%&-1% | 29%&3% | 2%&-2% | -12%&-8% | 28%&30% | -9%&2% | -4%&-20% | -1%&-5% | 2&-4
3 | O=c1c(-c2ccc3c(c2)OCCO3)coc2cc(O)cc(O)c12 | -6% | -10% | -6% | 0% | 23% | -22% | 4% | 8% | -7
4 | Cc1cccc(/C=C/c2onc(C)c2S(=O)(=O)N2CCC(C(=O)NC(C)C)CC2)c1 | -3%[57.1 µM] | -2%[57.1 µM] | -8% | i | 24% | -2% | -9% | 4% | 6
5 | CCCc1cc(=O)[nH]c(SCC(=O)N2CCC(C(=O)OCC)CC2)n1 | 0%[57.1 µM] | 3%[57.1 µM] | -2% | -4% | 37% | -11% | -1% | 10% | -3
6 | CCCC(=O)C1=C(c2cccc(OC)c2)N(C(=O)CCC)n2c(C)nnc2S1 | 6%[57.1 µM] | 12%[57.1 µM] | -4% | 1% | 82%[activator] | -17% | 45µM* | 6% | 15
7 | COC(=O)[C@@H](N)Cc1ccc(O)c(O)c1 | u | u | -18% | -1% | 15% | -15% | 3% | 8%&10% | -1&-3&-3
8 | CCOC(=O)N1CCN(S(=O)(=O)c2ccc(Br)s2)CC1 | -2% | 9%[57.1 µM] | -3% | -4% | 28% | -7% | 10% | -1% | 1
9 | COc1cc(C(=O)OCC(=O)NCCN2C(=O)CSC2=O)ccc1OCc1c(C)noc1C | 8% | 39%[activator] | -4% | 0% | 38% | -19% | 9% | -9% | 7
10 | C[C@@H](OC(=O)N(C)Cc1ccccc1)[C@H]1O[C@]2(C)CCCC[C@H]1O2 | 12%[57.1 µM] | 26%[57.1 µM] | -6% | i | 50%[activator] | -13% | 27% | 4% | -6
11 | CC(=O)c1ccc(S(=O)(=O)N(C)CC(=O)NCc2ccco2)cc1 | -1% | -5% | -16% | -6% | 15% | -17% | 1% | 2% | -2
12 | CCc1ccc(-n2c(SCC(=O)Nc3ccc(C(=O)O)cc3)nnc2-c2ccncc2)cc1 | 2% | 26% | -13% | -2% | 57%[activator] | -9% | 18% | -12% | -5
13 | CCOC(=O)c1c2c(n(C)c1C)C(=O)C(=O)c1ccc(Br)cc1-2 | -1%[57.1 µM] | 9%[57.1 µM] | -3% | -13% | 9% | u | 4% | -2% | -26
14 | CCOc1ccc(S(=O)(=O)N2CCCC(C(=O)N3CCN(c4ccccc4)CC3)C2)cc1 (centres undefined) | 9% | 22% | 2% | 3% | 20% | -16% | 4% | 14% | 0
15 | NC(=O)c1sc(=S)n2c1[nH]c(=O)c1sccc12 | -13% | -7% | 1% | -14% | -9% | -21% | 3% | 20% | 0
16 | COc1cccc2c1Oc1ncccc1N(C(=O)CCC(=O)NCc1ccc(F)cc1)C2 | 1% | 29% | 5% | 6% | 25% | -4% | 0% | 6% | -1
17 | CCC(C)(C)n1nnnc1CN(Cc1cc2cc(OC)c(OC)cc2[nH]c1=O)C1CCCC1 | 21% | -33% | -10% | -2% | 30% | -13% | 0% | 8% | 5
18 | Cc1nccn1CC(O)COc1ccc([N+](=O)[O-])cc1 (centres undefined) | -6% | -1% | -4% | 7% | 54%[activator] | -2% | -10% | 20% | -3
19 | C=CCc1cccc(CNc2ccc(S(=O)(=O)Nc3nccnc3OC)cc2)c1O | 0% | 19% | 3% | -9% | -31% | -3% | -3% | 21% | -6
20 | CCOC(=O)Cc1csc(NC(=O)/C=C/c2cccc(Br)c2)n1 | 5% | 20% | 2% | -2% | 42%[activator] | -26% | -6% | 0% | -2
21 | CC(C)OCCCN1CC(=O)N2[C@@H](Cc3c([nH]c4ccccc34)C2(C)C)C1=O | 6%[57.1 µM] | 7% | 1% | 1% | 5% | -3% | 0% | 4% | 5
22 | O=C1CSC(c2c(F)cccc2Cl)N1c1cccc(F)c1 (centres undefined) | -2% | 5% | u | -7% | 18% | -5% | 1% | x | 4
23 | O=C(O)COc1ccc2c(c1)CCCC2 | 6% | 3% | 1% | 5% | 31% | -2% | -1% | 12% | 4
24 | CCCCN(CCCC)S(=O)(=O)c1ccc2oc(C(=O)NCc3ccccc3)c(C)c2c1 | 0%[57.1 µM] | 29%[57.1 µM] | 2% | -2% | 42%[activator] | -21% | 5% | 4% | -1
25 | c1cc2[nH]snc2c2nc(C3CC3)nc12 | 1% | 3% | u | -6% | 18% | -25% | 11% | 1% | u
26 | Cn1nc(C(=O)N2CCN(c3ccccn3)CC2)c2ccccc2c1=O | -7% | -9% | 0% | i | 23% | -15% | 4% | -2% | 0
27 | Cc1cccc(N2CCC(N3CCN(C4CCCCC4)C(CCO)C3)CC2)c1C (centres undefined) | 1%[57.1 µM] | -2%[57.1 µM] | 3% | 9% | 18% | -9% | -7% | 39%[activator] | 4
28 | COc1ccc(Br)cc1C(=O)Nc1cccc2ccc(C)nc12 | 17%[11.4 µM] | 17% | 1% | -1% | 0% | -3% | 11% | -13% | 4
29 | Cc1cc(Cl)ccc1C(=O)C1CCCN(C(=O)/C=C/c2cnn(C)c2)C1 (centres undefined) | 1% | 6% | -1% | -3% | 42%[activator] | -16% | 4% | 3% | 0
30 | C[C@@H]1CC=C[C@@H]2[C@H]1C(=O)N(Cc1ccccc1)[C@H]2c1cccc(C#Cc2ccccc2)c1 | 3% | -1% | 5% | -2% | 54%[activator] | u | 3%[38.3 µM] | -6% | -1

Next records follow:
Results follow in this order: TrxR1 substrate	rTrxR1 inhibitor	Pin1 inh	Tb PGK inh	HP1b chromo inh	USP1 inh	mIDH1 inhibitor	GLS inhibitor	PI4K2A inh
31: Cc1ccc(OC(F)F)c(NC(=O)Nc2cccc(C(F)(F)F)c2)c1
→ -12%	0%	u	2%	27%	-20%	-2%	-3%	-1
32: Cc1ccc(S(=O)(=O)N2CCCCC2C(=O)O)cc1 (centres undefined)
→ -5%	-1%	-5%	3%	23%	-9%	0%	9%	-4
33: COc1cccc(C(=O)N2CCn3c2nc2ccccc23)c1
→ -1%	22%	1%	4%	15%	2%	2%	-8%	0
34: Cc1ccc(S(=O)(=O)NCC(Nc2cccc(Cl)c2)c2ccccc2)cc1 (centres undefined)
→ -10%	4%	-2%	10%	41%[activator]	u	3%	8%	-2
35: CCCCCC(=O)N/N=C(\C)c1ccc(N2CCCCC2)cc1
→ 14%[57.1 µM]	-6%[57.1 µM]	-3%	-7%	23%	-9%	3%	-11%	5
36: COc1ccccc1C(=O)NC(=O)COC(=O)C1CC1
→ 3%	-1%	1%	-1%	40%	-6%	0%	0%	1
37: Cc1cnc(NC(=O)CN(C)S(=O)(=O)c2ccc(Cl)cc2)s1
→ 3%	8%	-2%	13%	17%	6%	-5%	9%	-3
38: CN(Cc1ccccc1)C(=O)c1cccc(NC(=O)Cc2cccc(NC(=O)C3CCN(C(=O)C4CCC4)CC3)c2)c1
→ 2%	14%	2%	-1%	45%[activator]	-38%	2%	-6%	5

In the list so far, three contain fluorine.
Results follow in this order: TrxR1 substrate	rTrxR1 inhibitor	Pin1 inh	Tb PGK inh	HP1b chromo inh	USP1 inh	mIDH1 inhibitor	GLS inhibitor	PI4K2A inh
16: COc1cccc2c1Oc1ncccc1N(C(=O)CCC(=O)NCc1ccc(F)cc1)C2
→ 1%	29%	5%	6%	25%	-4%	0%	6%	-1
22: O=C1CSC(c2c(F)cccc2Cl)N1c1cccc(F)c1 (centres undefined)
→ -2%	5%	u	-7%	18%	-5%	1%	x	4
31: Cc1ccc(OC(F)F)c(NC(=O)Nc2cccc(C(F)(F)F)c2)c1
→ -12%	0%	u	2%	27%	-20%	-2%	-3%	-1
